STAT3 activator – STAT3 signaling activation; 190,000 tested, 0.91% active; activation (% of control), % at 5.6 µM; U3A cells, IL-6 STAT3-luciferase reporter, luminescence; 100% = signal with IL-6 EC80 alone; AID 871;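 active means activation above the screen-wide mean of compound activation plus 3 SD, cut at about 130% in these data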;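 further: 0% = background luminescence of wells with medium and substrate only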
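Detection: reporter luminescence signal / Assay system: STAT1-lacking human U3A cells, STAT3 luciferase reporter / Incubation: compound pre-incubation 1 h before IL-6, then 6 h stimulation at 37 °C / Control set: IL-6-only high control / Read-out: % activation relative to IL-6 control / Probe or stimulus: Interleukin-6, 33 ng/mL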
ROMK primary – modulates human ROMK potassium channel activity; 130,000 tested, 2% active; B-score at 10 µM; Tet-inducible ROMK, thallium flux fluorescence; actives lie on both sides; AID 1918; P48048;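 active means signal ratio slope over the read window, or its plate-corrected B-score, at least 3 SD from the plate mean, either direction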;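 further: B-score of the F/F0 ratio slope over 7 to 12 s after thallium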
Target sequence (P48048 whole entry, looked up): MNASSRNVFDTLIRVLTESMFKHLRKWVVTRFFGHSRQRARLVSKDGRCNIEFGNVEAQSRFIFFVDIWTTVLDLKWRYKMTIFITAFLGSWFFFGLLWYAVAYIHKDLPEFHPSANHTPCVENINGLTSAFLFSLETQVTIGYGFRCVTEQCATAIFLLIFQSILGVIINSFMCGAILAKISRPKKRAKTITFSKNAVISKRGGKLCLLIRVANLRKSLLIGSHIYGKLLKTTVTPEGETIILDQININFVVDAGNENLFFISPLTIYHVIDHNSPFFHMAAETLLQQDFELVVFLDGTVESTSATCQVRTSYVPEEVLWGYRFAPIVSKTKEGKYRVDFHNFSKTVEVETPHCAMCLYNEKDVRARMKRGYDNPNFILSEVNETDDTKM
PPARg SRC2 recr – promotes SRC-2 coactivator recruitment by human PPARgamma; P37231; PPARgamma LBD-SRC-2 recruitment, biochemical; activation, % at 8 µM; 200,000 tested, 0.34% active; in the data active means activation above about 22%;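 further: 0% = vehicle and 100% = reference agonist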
PPARg SRC1 recr – promotes SRC-1 coactivator recruitment by human PPARgamma; P37231; PPARgamma-SRC-1 coactivator recruitment biochemical assay; activation, % at 8 µM; 200,000 tested, 0.41% active; in the data active means activation above about 19%;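 further: 0% = DMSO and 100% = reference agonist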
bIAP act – intestinal alkaline phosphatase (bovine) activation. 200,000 tested, 0.17% active. activation factor at 20 µM. AID 1016. purified bovine IAP, CDP-star luminescence, 30 min; active compounds read high; fold of DMSO-control signal, blank-subtracted;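 active means activation factor of 2 or more at 20 µM, a signal rise over negative controls twice the positive control's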
PPARg SRC-3 ag – PPARgamma-driven SRC-3 recruitment agonism | P37231 | biochemical PPARgamma/SRC-3 coactivator recruitment assay | activation, % at 8 µM | 200,000 tested, 0.26% active; in the data active means activation above about 23%;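 further: 0% = DMSO and 100% = reference agonist; some compounds past the cut are filed as inactive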
bIAP inh – blocks bovine intestinal alkaline phosphatase activity; inhibition, % at 20 µM; purified bovine IAP, CDP-star luminescence, 30 min; 190,000 tested, under 10 active; AID 1019;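 active means over 50% inhibition of intestinal alkaline phosphatase at 20 µM in the single-dose screen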
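Assay system: bovine IAP enzyme; medium: DEA buffer 100 mM, pH 9.8, with MgCl2 1.0 mM, ZnCl2 0.02 mM; doses: 20 µM single dose; incubation: enzyme reaction for 30 min at room temperature; detection: CDP-star luminescence signal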
TNAP act hiacc – TNAP (human) activation, high acceptor; AID 1136; purified TNAP, CDP-star luminescence, 1 M DEA, 30 min; active compounds read high; 0 = EDTA background, 1 = DMSO-only activity; 200,000 tested, under 10 active; P05186; activation factor at 20 µM;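 active means activation factor at least 2 at 20 µM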
Target sequence (P05186 whole entry, looked up): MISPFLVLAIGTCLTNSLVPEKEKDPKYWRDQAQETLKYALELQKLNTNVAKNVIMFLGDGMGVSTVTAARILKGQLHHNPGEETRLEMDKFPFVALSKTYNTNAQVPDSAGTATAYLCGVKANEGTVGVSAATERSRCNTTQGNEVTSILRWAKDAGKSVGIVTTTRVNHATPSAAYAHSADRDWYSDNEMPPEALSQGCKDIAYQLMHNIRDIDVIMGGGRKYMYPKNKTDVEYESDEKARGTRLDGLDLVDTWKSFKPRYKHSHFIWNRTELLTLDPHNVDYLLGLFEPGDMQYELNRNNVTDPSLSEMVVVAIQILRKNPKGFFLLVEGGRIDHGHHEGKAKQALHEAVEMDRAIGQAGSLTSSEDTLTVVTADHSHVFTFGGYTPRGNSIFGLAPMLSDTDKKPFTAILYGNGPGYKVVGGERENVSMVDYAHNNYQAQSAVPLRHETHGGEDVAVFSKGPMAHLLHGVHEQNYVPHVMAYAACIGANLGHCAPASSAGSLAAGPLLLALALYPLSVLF
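Control set: EDTA negative control, DMSO positive control / Assay system: human TNAP / Quantity: TNAP 1/800 final / Evaluation: TNAP activation factor scaled between EDTA and DMSO control wells / Measured by: luminescent substrate turnover signal / Compound dosing: one dose, 20 µM / Times: 30 min enzyme reaction at room temperature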
STAT1 blocker – STAT1 signaling inhibition | NIH 3T3 STAT1-luciferase reporter, IFN-gamma, luminescence | inhibition, % at 5.5 µM | 200,000 tested, 0.35% active;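 active means inhibition above a set limit, the mean inhibition across all tested compounds plus 3 SD, cut at about 34% in these data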;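 further: 0% = IFN-gamma with DMSO and 100% = IFN-gamma with 300 µM nifuroxazide; values of inactives mirror those of a sister screen read the other way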
SRC2 TRFRET art – flags TR-FRET format artefacts in PPARgamma SRC-2 recruitment agonist screen; 200,000 tested, 0.4% active; TR-FRET ratio at 8 µM; AID 1049; TR-FRET artefact counter-screen; active compounds read high; in the data active means TR-FRET ratio above about 2000; further: inactives centre near 1500
STAT3 inh – STAT3 signaling inhibition | inhibition, % at 5.5 µM | AID 862 | U3A cells, IL-6 STAT3-luciferase reporter, luminescence; host cell line lacks STAT1 | 190,000 tested, 0.89% active;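 active means inhibition above the mean inhibition across all screened compounds plus 3 SD, cut at about 44% in these data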;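 further: 0% = DMSO only wells and 100% = 100 µM nifuroxazide control wells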
Numbers without * were called inactive; · = no result given.

structure	PPARg SRC-3 ag	PPARg SRC1 recr	SRC2 TRFRET art	STAT3 inh	ROMK primary	bIAP act	bIAP inh	STAT1 blocker	PPARg SRC2 recr	TNAP act hiacc	STAT3 activator
Cc1cc(C)c(NC(=O)CN(c2ccccc2)S(=O)(=O)N(C)C)c(C)c1	1	-2	1589	-2	0.0074	1	2	7	-3	1.1	101
CC(=O)c1c(N)nc2n(c1=O)CCCCC2	-3	9	1611	13	0.0073	0.9	6	2	5	1	94
CCOC(=O)C(NCc1ccccc1OC)(NC(=O)c1ccccc1)C(F)(F)F (stereo unspecified)	-6	1	1541	-6	·	1	0	10	0	1.1	109
Cc1ccc2c(c1)[C@H]1OCC[C@H]1[C@@H](c1ccncc1)N2	0	3	1594	4	·	1	4	-4	4	1.1	100
O=C(OCn1ncc(Br)c(Br)c1=O)c1c(F)cccc1F	5	6	1794	5	-4.2*	0.9	8	-8	13	1	96
CSc1nc2c(c(=O)n1Cc1ccccc1)SC(C)C2 (stereo unspecified)	8	0	1632	-3	-0.68	0.8	19	6	8	1	103
N#CC1=C(S)N(c2ccccc2)C(c2ccc(-c3cccc(Cl)c3)o2)NC1=O (stereo unspecified)	4	6	1822	9	·	1	-4	7	10	1	94
O=C(N/N=C/c1ccccc1)c1[nH]ncc1Br	1	0	1500	8	0.15	1.3	-29	-32	-3	1	94
CCOc1cc(/C=C2\SC(=N)N(c3nonc3N)C2=O)ccc1OCCN1CCOCC1	2	9	1534	7	0.02	1	-3	-11	2	1	98
O=C(CCCc1c[nH]c2ccccc12)NCc1cccs1	1	6	1412	13	-0.83	0.9	6	-6	5	1	91
Cc1occc1C(=O)Nc1cccnc1	-4	-1	1587	3	·	0.9	8	2	-5	1.1	101
O=C(NNc1cccc(Cl)c1)c1cccnc1Cl	0	2	1762	11	0.43	1	0	-1	5	1	94
CC1CCN(C(=O)CCc2ccc(S(=O)(=O)NC(C)(C)C)cc2)CC1	-1	5	1362	0	·	0.9	12	-2	-2	1.1	101
CCOC(=O)c1cccc(P(C)(C)=O)c1	-3	-2	1549	-3	·	0.8	22	4	3	1	105
COc1cc(-c2nc3cnccc3n2C)cc(OC)c1OC	2	-4	1406	4	·	1	-2	4	-6	1	99

Reprinted from the part before: 4 entries, followed by the next part.
structure	PPARg SRC-3 ag	PPARg SRC1 recr	SRC2 TRFRET art	STAT3 inh	ROMK primary	bIAP act	bIAP inh	STAT1 blocker	PPARg SRC2 recr	TNAP act hiacc	STAT3 activator
O=C(NNc1cccc(Cl)c1)c1cccnc1Cl	0	2	1762	11	0.43	1	0	-1	5	1	94
CC1CCN(C(=O)CCc2ccc(S(=O)(=O)NC(C)(C)C)cc2)CC1	-1	5	1362	0	·	0.9	12	-2	-2	1.1	101
CCOC(=O)c1cccc(P(C)(C)=O)c1	-3	-2	1549	-3	·	0.8	22	4	3	1	105
COc1cc(-c2nc3cnccc3n2C)cc(OC)c1OC	2	-4	1406	4	·	1	-2	4	-6	1	99
CCCCOC(=O)C1CCC[C@@H](C)N1 (stereo partly specified)	2	9	1760	11	·	1	2	6	-2	1	94
COc1cc(OC)cc(-c2nc3ccccc3c(=O)n2OC(=O)c2ccc(C)c(C)c2)c1	5	7	1695	-2	0.21	1.1	-14	4	10	1.1	102
C/C(=N\NC(=O)OC(C)(C)C)c1cccc([N+](=O)[O-])c1	6	1	1551	-17	·	0.8	18	-24	2	1	110
CC(=O)Oc1ccccc1C(=O)Oc1ccc(/C=N/n2cnnc2)cc1	11	12	1772	-4	-0.66	0.8	18	1	3	1	105
CCOc1ccc(NC(=O)CNC(=O)c2ccc([N+](=O)[O-])cc2)cc1	1	-3	1416	3	-0.14	1	5	-6	2	1	101
Cc1ccccc1NC(c1cccc(Cl)c1)c1nnnn1C1CCCCC1 (stereo unspecified)	-2	0	1641	-1	0.24	1	4	-6	1	1	101
Cc1ccc(S(=O)(=O)N(C)Cc2nc(-c3ccccn3)no2)cc1	-4	-3	1398	0	0.42	1	-3	-5	-7	1	102
CCC(=O)N(C)/C=C1\Sc2ccccc2C1=O	2	6	1590	-3	·	0.9	12	-10	4	1	106
COc1ccc(COCC(O)CN2CC(C)OC(C)C2)cc1OC (stereo unspecified)	3	-3	1519	8	-0.18	0.9	8	1	3	1	98
Cn1c(=O)c(/C=C/c2ccc(F)cc2)nc2ccccc21	8	1	1561	-51	-0.47	1	4	-24	5	1	152*
CCOC(=O)c1[nH]cnc1N=Nc1c(O)ccc2ccccc12	3	5	1462	16	-0.66	0.9	7	1	7	0.6	88
C=CCn1c(SCc2nc3ccccc3[nH]2)nnc1-c1ccncc1	4	5	1614	1	-0.067	1.1	-10	7	5	1.1	100
Cc1cccn2c(CN(C)CC3CCCCO3)c(C(=O)N3CCCCC3)nc12 (stereo unspecified)	-5	2	1596	2	0.047	1	0	9	13	1	109
CC(C)=C(NC(=O)c1ccccc1)C(=O)NCCCC(=O)O	-3	-1	1452	0	0.55	0.9	5	-10	-2	1	103
COc1ccc(C(=O)N/N=C/c2cccc3cccnc23)cc1	5	7	1528	28	-0.11	1.1	-6	1	-5	1	82
CCN1CCN(c2ncc(C(=O)Nc3cc(Cl)ccc3OC)c3ccccc23)CC1	0	-1	1506	9	·	1	-1	3	10	1	97
COc1ccc(CC(=O)Nc2ccccc2C(=O)N2CCOCC2)cc1	5	6	1741	10	0.6	1	0	9	14	1	92
Cc1ccc(S(=O)(=O)N2CCC(CN3C(=O)c4cccc5cccc(c45)C3=O)CC2)cc1	0	6	1690	-108	·	0.9	9	1	3	1	186*
Cc1cc(NC(=O)c2cncc(Br)c2)no1	13	2	1687	21	·	0.9	9	-1	3	1	85
CC(C)OC(=O)CC1=NC(=O)CS1	0	-3	1245	6	1.6	1	0	-3	-7	1.1	98
C=CCSc1nc2ccccc2n1S(=O)(=O)c1ccc(Cl)cc1	10	1	1627	0	0.062	·	·	1	8	·	103
O=C(CC1NCCc2ccccc21)Nc1ccc(Oc2ccccc2)cc1 (stereo unspecified)	1	-2	1672	9	-0.081	1.1	-8	1	4	1.1	98
O=C(O)C1CC=CCC1C(=O)NCCc1cccc(Cl)c1 (stereo unspecified)	5	8	1750	5	·	0.9	7	14	0	1	98
O=C(O)c1ccc(Nc2nc(-c3ccccc3)cs2)cc1	6	8	1368	-2	0.25	0.9	8	-50	-5	1	105
CCCC(=O)NCCCCNC(=O)CCC	-3	-4	1283	-11	0.29	0.9	5	-6	2	1	107
Cc1ccc(NC(=O)c2ncn[nH]2)cc1	4	-4	1521	4	0.86	1	2	-10	7	1	98
CN1CCN(C(c2cccc(Cl)c2)c2ccccc2Cl)CC1 (stereo unspecified)	3	2	1562	1	-1.6	1	-2	1	3	1	99
CCOCc1nc(N)[nH]c(=O)c1Cc1ccc(OC(C)C)cc1	7	1	1679	7	0.96	0.9	10	6	19	1	95
Cc1ccc(NC(=O)CSc2nnc(C3COc4ccccc4O3)o2)c(Cl)c1 (stereo unspecified)	3	2	1653	5	0.0061	1.2	-15	-3	-2	1.1	98
Cn1nc(-c2ccc(C(=O)N3CCN(CCO)CC3)cc2)c2ccccc2c1=O	10	5	1674	8	0.85	1	2	10	13	1	97
CCOc1cc(S(=O)(=O)NCc2ccccc2)ccc1Br	1	5	1354	5	0.42	0.9	11	2	1	1	104
Cc1ccc(Cn2nc(C)c(NC(=O)CCCn3nc([N+](=O)[O-])c(Cl)c3C)c2C)cc1	3	6	1617	-9	-0.97	1	4	3	9	1	106
COCCn1cnnc1SCC(=O)Nc1sccc1C(N)=O	0	-3	1370	7	1.3	1	4	8	-7	1	99
Cc1cc(C(=O)CSc2nnnn2-c2ccc(Cl)cc2)c(C)n1CC1CCCO1 (stereo unspecified)	11	9	1443	5	·	0.8	18	-2	-4	1	102
CN(Cc1nc(-c2ccc3c(c2)OCO3)no1)CC1(N2CCOCC2)CCCCC1	6	3	1429	-8	·	0.9	12	-15	2	1.1	110
O=C(COC(=O)c1c2ccccc2cc2ccccc12)NCC(F)(F)F	0	-6	1506	13	-0.9	1	3	11	-8	1	88
Cc1ccc(C(=O)NNC(=O)c2cccs2)cc1	1	-2	1372	4	-0.13	1	-4	-34	-3	1.1	102

Two successive entries out of the list so far:
structure	PPARg SRC-3 ag	PPARg SRC1 recr	SRC2 TRFRET art	STAT3 inh	ROMK primary	bIAP act	bIAP inh	STAT1 blocker	PPARg SRC2 recr	TNAP act hiacc	STAT3 activator
CCOc1cc(S(=O)(=O)NCc2ccccc2)ccc1Br	1	5	1354	5	0.42	0.9	11	2	1	1	104
Cc1ccc(Cn2nc(C)c(NC(=O)CCCn3nc([N+](=O)[O-])c(Cl)c3C)c2C)cc1	3	6	1617	-9	-0.97	1	4	3	9	1	106

No enrichment for hits (roughly 3.7% active in at least one column).
